All columns: NCI-60 one-dose screen, growth in % after 48 h at 10 µM unless noted; 100 = growth as untreated, 0 = no growth, -100 = all killed.
NCI-H23: NCI-H23 lung cancer. actives 4% (n = 80,000). AID 1794731
SNB-19: SNB-19 CNS cancer cells; actives 2.5% (n = 81,000)
SNB-75: SNB-75 CNS cancer; actives 5% (n = 79,000); AID 1794750
CAKI-1: CAKI-1 renal cancer. actives 4.7% (n = 75,000)
SF-268: SF-268 CNS cancer cells. actives 3.1% (n = 82,000). AID 1794759
A498: A498 renal cancer cells; AID 1794774; actives 5.4% (n = 76,000)
U251: U251 CNS tumor cells | actives 5.4% (n = 80,000) | AID 1794753
SF-295: SF-295 CNS cancer cells; actives 5.6% (n = 79,000)
SF-539: SF-539 CNS cancer; actives 6.8% (n = 81,000)
The depositor's hits bear a star; nt = not tested or not shown. The calls were made as follows: active = growth percent below 10; inactive = the rest. Compounds as they come; overall some 10% were active at least once.

Letter code: A = NCI-H23; B = SNB-19; C = SNB-75; D = CAKI-1; E = SF-268; F = A498; G = U251; H = SF-295; I = SF-539
> O=[N+]([O-])c1ccc(OP(=O)(O)O)cc1
  A: 97.8	B: 107.7	C: 81.0	D: 100.4	E: 104.6	F: 98.8	G: 99.0	H: 100.1	I: 99.1
> O=c1[nH]c(=S)[nH]cc1Cc1ccc(Cl)cc1
  A: 107.2	B: 110.9	C: 90.3	D: 87.0	E: 103.8	F: 119.8	G: 97.1	H: 97.5	I: 96.9
> COc1cccc(C(N)=O)c1
  A: 104.5	B: 95.0	C: 94.0	D: 97.0	E: 110.6	F: 91.2	G: 104.4	H: 96.8	I: 95.9
> COc1nc2c(c(=O)n1C)CN(C1CCCCC1)C(=O)C(C)N2 (stereo not given)
  A: 97.8	B: 97.6	C: 100.9	D: 95.7	E: 104.4	F: 108.8	G: 101.5	H: 117.4	I: 95.7
> CC1=C(O)CCC(C)(C)\C1=C/C=C(C)/C=C/C=C(\C)C[C@H]([C@@H](C/C(C)=C/C=C/C(C)=C/C=C1/C(C)=C(O)CCC1(C)C)S(=O)(=O)O)S(=O)(=O)O
  A: 107.8	B: 111.1	C: 105.5	D: 104.7	E: 116.9	F: 130.3	G: 103.0	H: 116.9	I: 113.8
> Cn1c(O)c(/C=C2\C=Nc3ccccc32)s/c1=N/c1nccs1
  A: 85.2	B: 85.4	C: 70.5	D: 76.2	E: 82.2	F: 133.7	G: 94.0	H: 88.0	I: 92.7
> CCCCCCCCCC(=O)CCCCCCCCC
  A: 101.0	B: 99.4	C: 97.5	D: 100.4	E: 100.9	F: 85.6	G: 97.4	H: 101.8	I: 102.0
> CNc1c(NC)n(C)c(=O)n(C)c1=O
  A: 106.6	B: 92.7	C: 118.7	D: nt	E: 117.3	F: 124.2	G: 104.4	H: 111.1	I: 103.6
> Nc1ccc(-c2ccc(N)cc2S(=O)(=O)O)c(S(=O)(=O)O)c1
  A: 101.1	B: 95.5	C: nt	D: 95.7	E: 105.7	F: 98.9	G: 106.2	H: 99.8	I: 102.5
> Nc1nnc(C(=O)c2cnc3n(c2=O)CCCCC3)s1
  A: 96.7	B: 101.8	C: 85.7	D: 92.3	E: 96.6	F: nt	G: 101.3	H: 100.9	I: 94.3
> Cc1ncc(-c2ccc(Cl)s2)c(NC2CCCCCC2)n1
  A: 90.1	B: 102.5	C: 92.7	D: 81.8	E: 91.8	F: 86.2	G: 82.6	H: 96.3	I: 104.9
> CCOc1ccc(S(=O)(=O)N2CCCCC2)cc1
  A: 99.7	B: 100.3	C: 94.8	D: 99.5	E: 109.3	F: 104.9	G: 90.6	H: 98.4	I: 93.2
> CCn1cc(C(=O)O)c(=O)c2cc(F)c(N3CCN(C(=O)CCBr)CC3)cc21
  A: 101.0	B: 106.0	C: 91.8	D: 99.8	E: 98.7	F: 83.5	G: 98.0	H: 105.7	I: 93.0
> N#Cc1c(N2CCOCC2)nc(=S)[nH]c1-c1ccco1
  A: 74.5	B: 83.8	C: 15.9	D: 58.2	E: 77.3	F: -1.4*	G: 76.4	H: 47.4	I: 78.5
> Cc1cc(Nc2ccc(Cl)cc2)nc(NCCCNc2ccnc3cc(Cl)ccc23)n1
  A: 51.2	B: -14.3*	C: -94.9*	D: -36.3*	E: -66.5*	F: 12.7	G: -91.3*	H: -68.2*	I: -100.0*
> N=c1c2c(-c3ccccc3)c(-c3ccccc3)oc2ncn1N1C(=O)CCC1=O
  A: 97.6	B: 98.1	C: 75.8	D: 79.2	E: 92.5	F: 23.9	G: 96.8	H: 95.1	I: 94.3
> O=[P@@]1(c2ccccc2)O[C@H](COCc2ccccc2)[C@@H](OCc2ccccc2)[C@H](OCc2ccccc2)[C@H]1NCc1ccccc1
  A: 20.5	B: 33.9	C: 27.9	D: nt	E: 32.2	F: nt	G: 20.9	H: nt	I: 27.2
> C=CC(O)CCC (stereo not given)
  A: 106.4	B: 100.2	C: 95.7	D: 92.1	E: 107.5	F: 108.5	G: 92.8	H: 91.1	I: 101.6
> O=C1CN2Cc3c(ccc(Cl)c3Cl)N=C2N1
  A: 97.4	B: 105.8	C: 98.8	D: 87.2	E: 93.6	F: 93.8	G: 101.9	H: 94.5	I: 88.6
> S=c1[nH]nc(-c2cc3ccc2CCc2ccc(cc2)CC3)n1C1CC1
  A: 97.8	B: 95.5	C: nt	D: 98.6	E: 103.4	F: 97.8	G: 97.4	H: 93.8	I: 98.0
> CCOC(=O)SC(=S)OCC
  A: 99.0	B: 97.3	C: 128.2	D: 92.5	E: 100.2	F: 116.8	G: 101.8	H: 100.5	I: 95.4
> C=CCOc1ccccc1[C@@H](C(=O)Nc1cccc([N+](=O)[O-])c1)N(C(=O)CCc1c[nH]c2ccccc12)c1ccc(C)cc1
  A: 92.5	B: 95.5	C: 89.0	D: 93.9	E: 73.0	F: 78.6	G: 84.0	H: 102.4	I: 100.2
> CC[C@H](C(=O)N1CCNC2=C(C(=O)N(C)C2(C)C)C1c1ccc(Cl)c(Cl)c1)c1ccccc1 (stereo not given in full)
  A: 89.8	B: 92.4	C: 78.1	D: 69.0	E: 99.6	F: 84.0	G: 95.5	H: nt	I: 97.8
> Cc1cccc(-c2nc(N(C)c3ccc4ncsc4c3)c3ccccc3n2)n1
  A: 78.2	B: 77.1	C: 94.0	D: 77.5	E: 94.1	F: 78.8	G: 82.2	H: 77.0	I: 92.1
> CCN(CC)CCCC(C)Nc1ncnc2cc(Cl)ccc12 (stereo not given)
  A: 88.4	B: 100.8	C: 80.6	D: 100.3	E: 95.5	F: 101.6	G: 100.2	H: 96.6	I: 100.7
> O=C(NN1C(=O)CSC1c1ccc(Br)cc1)c1ccc(NC(=O)c2ccccn2)cc1 (stereo not given)
  A: 92.9	B: 88.5	C: 99.8	D: 88.0	E: 83.7	F: 75.9	G: 106.1	H: 85.3	I: 104.2
> COc1ccc(Nc2nc(N)nc3c(=O)[nH]ccc23)cc1
  A: 85.8	B: 101.5	C: 107.2	D: 93.3	E: 106.3	F: 120.0	G: 114.7	H: 105.7	I: 104.0
> O=C(C[n+]1ccccc1)c1ccc(Cl)cc1
  A: 95.8	B: 103.0	C: 90.3	D: 108.0	E: nt	F: 78.8	G: 99.8	H: 103.3	I: 102.6
> C[N+]1(C)CCN(CC(O)(c2ccccc2)C2CCCCC2)CC1 (stereo not given)
  A: 101.6	B: 96.1	C: 96.2	D: 98.3	E: 109.1	F: 105.8	G: 99.2	H: 103.1	I: 95.0
> COc1ccc(C(=O)NC(=O)Nc2cc3c(cc2F)/C(=C/c2[nH]c(C)c(CCC(=O)O)c2C)C(=O)N3)c(F)c1
  A: 41.3	B: 20.0	C: 9.7*	D: nt	E: 32.3	F: 12.3	G: 9.7*	H: 21.3	I: 15.4
> O=C1NC(=O)C2(Cc3cccc4cccc2c34)N1 (stereo not given)
  A: 110.0	B: 102.5	C: nt	D: 84.4	E: 99.1	F: 100.9	G: 97.5	H: 114.1	I: 113.6
> CCOP(=O)(CCCc1cc(OC)c2c(c1OC)OCO2)OCC
  A: 99.1	B: 99.3	C: 90.0	D: 88.5	E: 99.5	F: 91.5	G: 101.6	H: 99.2	I: 96.0
> O=C(OCC(O)(CO)C(=O)NC12CC3CC(CC(C3)C1)C2)c1ccc(Cl)cc1 (stereo not given)
  A: 97.6	B: 96.2	C: 97.6	D: 99.0	E: 99.7	F: 102.0	G: 93.5	H: 93.1	I: 107.2
> S=C(c1ccccc1)N1CCN(c2ccccc2Cl)CC1
  A: 94.2	B: 106.7	C: 96.6	D: 88.0	E: 99.6	F: 107.3	G: 93.3	H: 105.4	I: 102.1

Shown with each value named: part of the list above
structure: O=[P@@]1(c2ccccc2)O[C@H](COCc2ccccc2)[C@@H](OCc2ccccc2)[C@H](OCc2ccccc2)[C@H]1NCc1ccccc1
  NCI-H23 = 20.5 | SNB-19 = 33.9 | SNB-75 = 27.9 | CAKI-1 = nt | SF-268 = 32.2 | A498 = nt | U251 = 20.9 | SF-295 = nt | SF-539 = 27.2

structure: C=CC(O)CCC (stereo not given)
  NCI-H23 = 106.4 | SNB-19 = 100.2 | SNB-75 = 95.7 | CAKI-1 = 92.1 | SF-268 = 107.5 | A498 = 108.5 | U251 = 92.8 | SF-295 = 91.1 | SF-539 = 101.6

structure: O=C1CN2Cc3c(ccc(Cl)c3Cl)N=C2N1
  NCI-H23 = 97.4 | SNB-19 = 105.8 | SNB-75 = 98.8 | CAKI-1 = 87.2 | SF-268 = 93.6 | A498 = 93.8 | U251 = 101.9 | SF-295 = 94.5 | SF-539 = 88.6

Just SNB-75 and SNB-19 (seven entries from above):
canonical_smiles | SNB-75 | SNB-19
CCN(CC)CCCC(C)Nc1ncnc2cc(Cl)ccc12 (stereo not given) | 80.6 | 100.8
O=C(NN1C(=O)CSC1c1ccc(Br)cc1)c1ccc(NC(=O)c2ccccn2)cc1 (stereo not given) | 99.8 | 88.5
COc1ccc(Nc2nc(N)nc3c(=O)[nH]ccc23)cc1 | 107.2 | 101.5
O=C(C[n+]1ccccc1)c1ccc(Cl)cc1 | 90.3 | 103.0
C[N+]1(C)CCN(CC(O)(c2ccccc2)C2CCCCC2)CC1 (stereo not given) | 96.2 | 96.1
COc1ccc(C(=O)NC(=O)Nc2cc3c(cc2F)/C(=C/c2[nH]c(C)c(CCC(=O)O)c2C)C(=O)N3)c(F)c1 | 9.7* | 20.0
O=C1NC(=O)C2(Cc3cccc4cccc2c34)N1 (stereo not given) | nt | 102.5

Compound activity deposited in PubChem by NCI.
